Screening data from PubChem.
LRH-1 inv ag: inverse agonists of human LRH-1 (NR5A2). inhibition, % at 3.6 µM. hit rate 0.13% among 360,000. O00482. HEK293T StAR-luciferase reporter, LRH-1 transfected, 24 h. AID 602396;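 active = inhibition above the mean inhibition of all tested compounds plus 3 SD, cut at about 73% in these data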;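 also: 0% = DMSO wells and 100% = reporter-only cells lacking LRH-1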
Target sequence (O00482 whole entry, looked up): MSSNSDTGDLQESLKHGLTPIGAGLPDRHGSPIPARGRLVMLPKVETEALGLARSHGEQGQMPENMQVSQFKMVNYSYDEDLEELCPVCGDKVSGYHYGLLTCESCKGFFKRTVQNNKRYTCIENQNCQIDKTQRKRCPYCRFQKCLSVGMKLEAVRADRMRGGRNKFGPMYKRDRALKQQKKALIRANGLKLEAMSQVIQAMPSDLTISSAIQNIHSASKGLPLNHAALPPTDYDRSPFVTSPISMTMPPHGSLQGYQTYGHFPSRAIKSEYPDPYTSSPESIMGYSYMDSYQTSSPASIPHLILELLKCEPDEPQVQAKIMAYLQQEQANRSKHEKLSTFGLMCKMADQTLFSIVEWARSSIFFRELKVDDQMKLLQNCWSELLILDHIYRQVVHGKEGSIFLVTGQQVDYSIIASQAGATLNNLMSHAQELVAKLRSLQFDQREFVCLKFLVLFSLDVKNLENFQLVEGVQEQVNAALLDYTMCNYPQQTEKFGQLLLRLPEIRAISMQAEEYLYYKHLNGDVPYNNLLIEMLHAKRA
SRC1 inh: inhibits human SRC1 coactivator | Q15788 | HEK293 GAL4-SRC1 luciferase reporter, luminescence | inhibition, % at 3.6 µM | hit rate 0.12% among 360,000 | AID 588354;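 active = inhibition above the campaign mean plus 3 SD, with each screening campaign given its own cutoff, cut at about 60% in these data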;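 also: 0% = DMSO treated cells and 100% = gossypol at 36 µM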
TLR9-MyD88 inh: blocks human TLR9 binding to MyD88 | Q9NR96+Q99836 | CHO BLA complementation TLR9-MyD88, CCF4 FRET ratio | inhibition, % at 4.98 µM | hit rate 0.21% among 340,000;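 active = inhibition above the mean over all tested compounds plus 3 SD, cut at about 21% in these data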;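 also: 0% = DMSO only wells and 100% = clavulanate BLA inhibitor control wells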
NR2F2 inh: inhibitors of human COUP-TFII (NR2F2); P24468; hit rate 0.7% among 370,000; inhibition, % at 8.6 µM; HEK293T NGFI-A luciferase reporter, luminescence;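 active = inhibition above a per-plate cutoff, mean inhibition of test wells between control levels plus 3 SD, cut at about 38% in these data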;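 also: cells cotransfected with COUP-TFII expression vector driving the NGFI-A reporter; 0% = median of COUP-TF2 test wells and 100% = reporter-only cells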
Target sequence (P24468 whole entry, looked up): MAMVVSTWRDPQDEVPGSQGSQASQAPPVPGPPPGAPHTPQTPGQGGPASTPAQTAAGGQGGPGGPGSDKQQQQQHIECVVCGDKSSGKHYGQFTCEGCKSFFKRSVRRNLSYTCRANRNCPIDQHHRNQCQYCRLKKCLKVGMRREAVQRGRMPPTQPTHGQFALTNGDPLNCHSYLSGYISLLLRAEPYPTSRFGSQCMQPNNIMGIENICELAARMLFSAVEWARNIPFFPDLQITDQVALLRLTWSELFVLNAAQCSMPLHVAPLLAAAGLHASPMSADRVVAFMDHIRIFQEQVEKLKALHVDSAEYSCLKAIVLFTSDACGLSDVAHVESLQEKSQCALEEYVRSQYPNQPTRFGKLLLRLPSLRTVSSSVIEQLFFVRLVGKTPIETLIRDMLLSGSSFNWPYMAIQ
LMP1 NFkB inh: Epstein-Barr LMP1 NF-kappaB reporter inhibition. LMP1-induced NF-kappaB luciferase reporter cells, luminescence. inhibition, % at 12.5 µM. hit rate 0.69% among 350,000; in the data active = inhibition above about 41%;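 also: 0% = neutral control wells and 100% = reference inhibitor control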
MC4R antag cAMP: human MC4R antagonism in cAMP assay | P32245 | MC4R-expressing cells, MTII-stimulated cAMP, LANCE TR-FRET | inhibition, % at 6.5 µM | hit rate 0.48% among 360,000;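 active = inhibition above its plate's cutoff, the mean of tested wells on that plate plus 3 SD, cut at about 29% in these data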;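 also: 0% = Melanotan II alone and 100% = Melanotan II plus saturating MCL0020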
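System – human MC4R-expressing U2OS cells · Also added – Melanotan II · Dosing – one concentration, 6.5 µM nominal · Timing – 30-min compound, 1-h challenge, 1-h detection, room temperature · Measured by – Eu-cAMP/anti-cAMP TR-FRET, emission 671 nm · Replicates – singlicate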
NCOA2 inhibitor: human SRC2 (NCOA2) inhibition | inhibition, % at 9 µM | Q15596 | HEK293 GAL4-SRC2 luciferase reporter, luminescence | hit rate 0.17% among 370,000;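 active = inhibition above the mean inhibition of all tested compounds plus 3 SD, set per campaign, cut at about 52% in these data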;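 also: 0% = DMSO treated cells and 100% = cells given Gossypol at 36 µM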
NCOA3 inh: inhibitors of human steroid receptor coactivator 3 (SRC3); Q9Y6Q9; inhibition, % at 3.6 µM; HEK293 GAL4-SRC3 luciferase reporter, luminescence; hit rate 0.17% among 360,000;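 active = inhibition above a per-campaign cutoff, the mean of all compounds plus 3 SD, cut at about 60% in these data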;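 also: 0% = DMSO-treated cells and 100% = gossypol-treated cells at 36 µM; higher means less SRC3-driven luciferase light from the GAL4 reporter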
NOD2 RIPK2 PPI: inhibitors of human NOD2-RIPK2 interaction; CHO BLA complementation NOD2-RIPK2, CCF4 ratio; inhibition, % at 4.98 µM; hit rate 0.38% among 360,000; AID 624267; in the data active = inhibition above about 21%;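 also: 0% = vehicle only and 100% = reference blocker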
MC4R ag barr: human MC4R agonism via beta-arrestin | P32245 | U2OS MC4R beta-arrestin complementation, luminescence; percent of melanotan II response, DMSO zero | activation, % at 8.9 µM | hit rate 0.98% among 360,000 | AID 540308;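 active = activation above a per-plate cutoff, the mean activation of sample wells on that plate plus 3 SD, cut at about 8% in these data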
ABHD5 PLIN5 PPI: blocks binding of human ABHD5 to perilipin-5; AID 602281; Split G. princeps luciferase complementation, luminescence, 4 h; hit rate 0.78% among 360,000; inhibition, % at 4 µM;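 active = inhibition above the mean inhibition across every tested compound plus 3 SD, cut at about 22% in these data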;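 also: 0% = DMSO only wells and the 100% control is not disclosed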
* hit, by the source's call; . = not tested or not shown. Some of the compounds tested. The share of hits here may be higher or lower than overall.

Compound	LRH-1 inv ag	SRC1 inh	TLR9-MyD88 inh	NR2F2 inh	LMP1 NFkB inh	MC4R antag cAMP	NCOA2 inhibitor	NCOA3 inh	NOD2 RIPK2 PPI	MC4R ag barr	ABHD5 PLIN5 PPI
COc1ccc(CCC(=O)NCCc2ccc(Cl)cc2)cc1	-8	9	-4	-4	-1	6	-5	-18	6	-2.0	4
Cc1nnc(NC(=O)CSc2ncc(-c3ccccc3)[nH]2)s1	1	11	-8	14	-6	2	6	3	-11	-0.5	1
CCCCNS(=O)(=O)c1ccc2nc(-c3cccnc3)cc(C(=O)NC3CCCC3)c2c1	-2	5	3	-4	-13	4	12	-4	-2	-3.1	-2
CCOC(=O)Cn1nc(NC(=O)c2ccc(C(=O)OC)cc2)cc1C	8	-6	-1	9	-6	-7	-14	5	-5	-0.4	-2
CCOC(=O)/C(N=Nc1ccc(Cl)cc1)=C(/O)c1ccc([N+](=O)[O-])cc1	6	-5	7	-15	-8	3	-27	-26	-13	-1.7	3
Cc1ccccc1C(=O)N(CC(=O)Nc1sc(C)c(C)c1C(N)=O)C1CCCC1	7	5	-5	12	1	4	6	12	-9	2.1	-11
COc1ccc2c(c1OC)C(=O)N(c1nc(SC)n[nH]1)C2=O	-3	-57	5	8	5	4	1	5	-7	0.0	5
C#CCN1C=CC(=O)[C@@H](OC(=O)Nc2ccc(C)cc2)[C@H]1c1ccccc1Br	6	10	-6	-5	4	-4	-9	-6	6	3.7	0
CCCC(C)NC(=O)Cc1ccc(S(=O)(=O)N2CCOCC2)s1 (stereo unspecified)	-26	4	15	-8	-2	8	-20	-12	-5	0.3	-3
Cc1ccc(OCC(=O)NNC(=O)C2CCC2)cc1C	2	-1	4	-16	-2	10	13	-2	4	1.4	6
O=C(NN=C(Cc1ccccc1)Cc1ccccc1)C1CC1	-5	-2	3	-4	0	11	-12	-2	3	-2.2	0
Cc1cc2nc(-c3ccccc3)c(Cc3ccccc3)n2c(C)c1Br	10	-21	.	-15	.	.	-40	-24	-15	.	14
NS(=O)(=O)c1ccc(NC(=O)COC(=O)c2ccc3c(c2)OCCO3)cc1	6	9	0	3	-17	8	-46	15	-4	-0.8	5
Cc1c(C(=O)N2c3ccccc3Sc3ccccc32)cccc1[N+](=O)[O-]	-16	13	-2	2	-1	15	-3	12	-1	-0.5	-1
O=C(CCNC(=O)c1ccc(Br)cc1)NCC1CCCO1 (stereo unspecified)	-6	-20	-5	-1	3	0	2	1	-4	-2.3	7
COC(=O)C1=C(CCc2ccccc2)NC(=O)NC1c1ccc(Br)cc1 (stereo unspecified)	-16	-28	-8	-2	-11	19	14	-8	-7	0.8	-5
CCOC(=O)N1CCN(C(=O)CSc2ccc(C(F)(F)F)cc2[N+](=O)[O-])CC1	0	13	8	8	-3	22	0	9	-7	1.3	-9
Cc1c(NC(=O)CN2CCCC(C)C2)ccc2nsnc12 (stereo unspecified)	6	16	-8	-18	4	-1	8	14	-9	-0.5	-3
O=C1/C(=C/Nc2cccc([N+](=O)[O-])c2)CCc2ccccc21	-81	-79	-40	-35	-54	26	-34	-91	3	9.2*	-16
CC(C)C(=O)c1cn(CC(=O)NCC2CCCO2)c2ccccc12 (stereo unspecified)	7	-4	-4	-1	4	5	-18	16	-6	-0.6	1
COc1cc2c(cc1OC)CN(CC(O)c1ccccc1)CC2 (stereo unspecified)	9	-6	2	1	3	4	-15	-13	0	-0.2	-1
COc1ccccc1-c1nnc(SCC(=O)NC2CC2)n1C	1	5	7	-7	-4	5	13	17	-6	-4.3	-13
CCOC(=O)C1CCN(C(=O)c2cc(S(=O)(=O)N3CCCCCC3)ccc2OC)CC1	4	-11	1	-29	-4	-3	6	-5	-10	-0.3	1
COc1ccc(NC(=O)c2cccc(N3C(=O)C4C5C=CC(C5)C4C3=O)c2)cc1 (stereo unspecified)	0	-31	-6	-3	1	0	11	14	2	-3.6	-3
CCCCNC(=O)CCCCC(=O)N/N=C/c1ccccc1Cl	11	5	-4	-6	-8	0	-7	-11	-5	0.9	-3

(listing goes on)
Compound	LRH-1 inv ag	SRC1 inh	TLR9-MyD88 inh	NR2F2 inh	LMP1 NFkB inh	MC4R antag cAMP	NCOA2 inhibitor	NCOA3 inh	NOD2 RIPK2 PPI	MC4R ag barr	ABHD5 PLIN5 PPI
C=CCc1cc(Cl)ccc1OC(=O)Nc1cccc(Cl)c1	-18	-42	13	-15	-2	2	-11	6	9	2.1	-8
c1ccc(Nc2nc(-c3ccccc3)ns2)cc1	-136	-90	-7	-29	-42	-10	-45	-114	2	4.7	4
CCC1=Nc2ccccc2-c2nnc(SC)nc2O1	-5	-24	0	-2	-3	-2	12	12	-1	-0.7	0
CC(C)N(C)C1CCN(C(=O)Nc2ccc(Cl)c(Cl)c2)CC1	-23	-7	-3	0	1	17	-6	18	-1	-0.3	7
CCOC(=O)c1ccccc1NC(=O)CSc1nc2ccccc2o1	-15	-21	-17	-15	-29	6	-9	-3	-4	1.1	4
CC1CCN(C(=O)Cn2ncc3c([nH]c4ccccc43)c2=O)CC1	-3	-12	-7	-12	-1	16	-18	7	8	0.3	9
Cc1ccsc1-c1nc(CSCC(=O)N2CCN(c3ccccc3)CC2)c(C)o1	-14	-6	-3	15	81*	13	-28	3	13	5.0	-10
Cn1c(C(=O)Nc2ccccc2)cc2sccc21	-54	-46	-6	-34	-51	1	-31	-43	-5	-1.8	-2
O=C(CNC(=O)c1ccccc1F)Nc1ccc2c(c1)OCO2	-107	-55	-20	-46	-18	14	-26	-71	2	-3.4	2
C=C(C)c1cccc(C(C)(C)NC(=O)NCc2cccnc2)c1	-4	8	-25	-13	-6	13	-6	2	4	-1.0	1
CSc1n[nH]c(=O)n1-c1cccc(Cl)c1	-6	4	2	7	-1	-4	8	25	1	-1.8	-3
Cc1cccc(OCC(=O)Nc2cc(C)on2)c1	-24	-9	-12	5	-1	-1	-26	-20	-8	0.5	0
COc1cc(C=O)c(Br)cc1OCC(=O)NCCc1ccccc1	17	-13	-3	18	12	3	-17	-1	1	-0.6	-4
COc1ccc(CNCCNC(=O)c2cccs2)cc1OC	3	-10	-1	9	-2	18	-25	18	-5	-2.5	5
C#CCN(C[C@@H]1[C@@H](OC(=O)NCc2ccccc2F)[C@@H](OC(=O)NCc2ccccc2F)Cn2c(=O)ccc(=O)n21)S(=O)(=O)c1ccc(C)cc1	25	5	-2	63*	61*	27	22	36	23*	0.3	40*
O=C(CSc1nnc(Cc2ccccc2)n1C1CCCCC1)N1CCOCC1	5	-22	-4	-25	6	-3	-57	-9	-16	-1.9	-3
C=CCSc1n[nH]c2nc3c(c(=O)n12)C1(CCCC1)Cc1ccccc1-3	-17	-35	11	5	-11	0	-37	-6	1	5.5	-14
C=CCn1c(SCc2nc3ccccc3nc2C)nnc1-c1ccoc1C	13	8	-4	-7	10	-3	18	22	3	2.4	18
CCOC(=O)c1ccc(NC(=O)N2CCN(c3ccccc3OC)CC2)cc1	-21	-7	4	-7	4	2	5	5	0	-2.6	-3
O=C(NC(=S)N1CCN(c2ccc([N+](=O)[O-])cc2)CC1)c1ccc(F)cc1	-6	-1	4	7	-2	2	-9	-13	-2	-0.9	0
O=C(O)CCCCCCCCCCCNC(=O)NC12CC3CC(CC(C3)C1)C2	1	3	13	-18	-3	7	1	10	8	-1.6	8
CCOc1cc(C(=O)NC(=S)Nc2cccnc2)cc(OCC)c1OCC	5	2	-6	-5	3	5	5	12	-7	-0.3	8
O=C(CNC(=O)c1cnccc1C(F)(F)F)c1cccc(Cl)c1	3	-43	-3	-28	-9	5	3	11	6	0.8	1
CC(O)CNCCNCc1cccs1 (stereo unspecified)	-4	5	1	6	-6	0	-34	-8	-8	-3.1	0
CNC(=O)Nc1cccc(NC(=O)NC)n1	30	10	-2	-36	-12	0	-36	18	-1	1.7	-1

New compounds follow:
Compound	LRH-1 inv ag	SRC1 inh	TLR9-MyD88 inh	NR2F2 inh	LMP1 NFkB inh	MC4R antag cAMP	NCOA2 inhibitor	NCOA3 inh	NOD2 RIPK2 PPI	MC4R ag barr	ABHD5 PLIN5 PPI
Clc1cccc(-c2nn3c(Cn4cnc5ccccc54)nnc3s2)c1	-3	5	-2	-6	-3	2	-9	8	14	-0.1	6
COCCn1c(SCC(=O)NCCc2ccccc2)nc2c([nH]c3ccccc32)c1=O	6	-20	-3	.	-9	-4	.	24	8	1.2	6
CCN(CC)S(=O)(=O)c1cccc(C(=O)N/N=C(\C)c2ccc(O)cc2O)c1	-17	-14	5	2	-16	21	37	70*	-5	-1.5	-2
O=C1N(c2cccc(Cl)c2)C(c2ccccc2)N2CCCN12 (stereo unspecified)	-6	12	-2	-2	-2	23	4	-2	7	1.3	13
CCn1nnnc1SCC(=O)c1ccc(NC(C)=O)cc1	19	-10	-7	4	-11	1	0	-1	-3	-0.2	4
O=c1c2ccccc2nnn1CSc1ccc2ccccc2n1	-13	-11	-3	-9	3	10	-5	-10	4	0.0	2
COc1ccc(-c2csc(=NCCO)n2-c2ccccc2)cc1	-4	-11	5	29	8	-3	-55	-28	-16	-0.6	-14
CCN(CC(=O)Nc1ccc(NC(C)=O)cc1)C(=O)C1CCC1	2	-25	7	1	1	0	12	14	12	-1.6	5
Cc1ccc(S(=O)(=O)N2CCC(C(=O)OCCOc3cccc(C)c3)CC2)cc1	8	-4	5	-5	4	0	-16	-24	-10	-4.0	-1
CC(NC(=O)[C@@H](NC(=O)[C@@H]1Cc2ccccc2CN1)C(C)C)c1ccccc1 (stereo partly specified)	4	4	-16	8	2	11	-16	-5	-21	2.3	2
Brc1cccc(CN2CCCCCC2)c1	4	1	3	1	5	2	-10	1	7	-1.1	8
CC(C)(C)c1ccc(-c2nnc(N)s2)cc1	-122	-81	-2	-49	-26	-2	-95	-73	5	1.4	0
COC(=O)CSC1=C(C#N)C(c2ccccc2F)CC(=O)N1 (stereo unspecified)	-8	-8	-3	15	1	6	-4	-5	-6	1.8	-5
O=S(=O)(c1cccc(-c2nnc3n2CCCCC3)c1)N1CCCC1	-1	-11	4	-8	4	15	19	-5	4	1.4	-3
C=CCN1C(=O)C(CC(=O)NCC)SC1=Nc1ccc(S(N)(=O)=O)cc1 (stereo unspecified)	-11	2	-11	-10	0	13	-4	-10	-2	1.6	2
COc1ccc(O)c(C2NC(CC(C)C)(C(=O)O)C3C(=O)N(Cc4ccccc4)C(=O)C23)c1 (stereo unspecified)	13	-36	-2	-14	4	3	-13	3	-1	-0.3	-3
